RAD52 anneal inh: inhibitors of human RAD52 DNA annealing. P43351. recombinant RAD52 DNA annealing, FRET fluorescence. inhibition, % at 18.7 µM. 360,000 compounds, 0.46% hits;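 active means every replicate showing at least 50% inhibition; inconclusive means mean inhibition at least 50% but not in every replicate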
GSIS activator: primary screen for activators of insulin secretion dependent on glucose, INS-1E cells, GLuc reporter luminescence | AID 743287 | activation, % at 16.6 µM | INS-1E GLuc reporter insulin secretion, 2-3 h | 370,000 compounds, 0.61% hits;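 active means lowest replicate activation of at least 40%, so every replicate reaches that level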;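 further: 0% = median of neutral control wells and 100% = median of IBMX positive control wells; some compounds called inactive have numbers as strong as hits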
F508del corr: CFTR F508del correction in bronchial cells | activity (quench increase), % at 7.58 µM | 350,000 compounds, 0.36% hits | CFBE cells, YFP halide quenching; stimulated with forskolin plus potentiator P3; % fluorescence drop versus neutral controls;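 active means mean added fluorescence quench of at least 8% versus neutral control, with both replicates also reaching 8%; inconclusive means only one of the mean or replicate conditions met; inactive means mean below 8% and not both replicates reaching 8%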;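 further: cells transiently co-express mutant CFTR-F508del with the halide-sensitive YFP; corrector assay measuring rescue of mutant channel to the surface after 24 h compound exposure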
XiGFP reactiv: activators of X-chromosome reactivation in mouse fibroblasts. XiGFP mouse fibroblasts, % GFP-positive cells imaging, 3 d; cells co-treated with 5-aza-dC sensitizer; scaled so ellipticine positive control = 100%. activation, % at 7.58 µM. 360,000 compounds, 0.055% hits. AID 743238;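 active means mean normalized replicate activation at least 10% and every replicate at or above 10%; inconclusive means only one of the two criteria met; inactive means mean below 10% and not all replicates reach 10%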;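 further: 0% = median of on-plate neutral control wells and 100% = ellipticine 6 µM median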
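Material: XiGFP fibroblasts, SV40-immortalized. Buffer or medium: DMEM plus 5-aza-dC sensitizer. Compound: single concentration per compound, delivered by pin transfer. Times: 3 days compound exposure. Controls: ellipticine 6 µM.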
RAD54 branch: blocks human RAD54 Holliday junction branch migration. Q92698. inhibition, % at 10.4 µM. FAM/BHQ fluorescence. 360,000 compounds, 0.14% hits;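 active means mean normalized replicate activity at least 40 and at least half of replicates scoring 40 or more; inconclusive means only one of the two criteria met; inactive means mean below 40 and under half of replicates reaching 40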;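 further: 0% = median of neutral control wells and 100% = median of positive control wells; inhibitors cause a drop in the FAM fluorescence signal; in these data hits start at about 50%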
Target sequence (Q92698 whole entry, looked up): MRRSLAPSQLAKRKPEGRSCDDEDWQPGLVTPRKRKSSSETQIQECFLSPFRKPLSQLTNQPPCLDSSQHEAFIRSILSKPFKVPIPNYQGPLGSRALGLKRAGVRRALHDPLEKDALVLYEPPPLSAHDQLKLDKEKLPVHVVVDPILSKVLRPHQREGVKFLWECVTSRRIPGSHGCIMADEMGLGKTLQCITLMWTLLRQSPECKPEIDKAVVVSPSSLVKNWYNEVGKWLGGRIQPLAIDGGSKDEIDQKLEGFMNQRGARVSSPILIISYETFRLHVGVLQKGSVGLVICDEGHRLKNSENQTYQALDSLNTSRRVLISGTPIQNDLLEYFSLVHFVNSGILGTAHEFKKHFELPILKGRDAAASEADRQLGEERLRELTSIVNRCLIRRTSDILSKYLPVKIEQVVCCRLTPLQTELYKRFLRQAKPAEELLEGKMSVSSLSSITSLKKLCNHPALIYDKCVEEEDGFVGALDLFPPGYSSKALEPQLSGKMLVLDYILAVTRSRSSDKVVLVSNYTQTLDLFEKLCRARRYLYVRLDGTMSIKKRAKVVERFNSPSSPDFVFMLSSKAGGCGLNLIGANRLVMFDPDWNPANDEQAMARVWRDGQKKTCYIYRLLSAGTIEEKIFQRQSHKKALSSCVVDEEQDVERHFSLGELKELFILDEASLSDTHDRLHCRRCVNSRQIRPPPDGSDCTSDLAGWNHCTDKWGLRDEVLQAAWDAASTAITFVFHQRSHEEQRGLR
E-selectin induc: induces E-selectin expression in human endothelial cells. HUVEC E-selectin immunofluorescence imaging; normalized: neutral wells 0, TNF-alpha wells 100. activation, % at 7.58 µM. AID 686992. 260,000 compounds, 0.37% hits. P16581;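 active means mean E-selectin-positive cell signal at least 10% of the positive control, reached in at least 60% of replicates, without over 20% cell loss; inconclusive means no rule given, readout overlaps actives, possibly toxicity-flagged; inactive means the rest, including those meeting only one limit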;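 further: in these data hits start at about 27%; measured in HUVEC primary endothelial cells; signal is the percent of cells scored E-selectin positive by PE staining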
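Assay system: HUVEC primary endothelial cells. Input: 3,000 HUVEC seeded per well. Doses: one compound dose added by pin transfer. Read-out basis: % PE-positive cells. Benchmarks: TNF-alpha high, DMSO low. Detection: immunofluorescence imaging. Buffer or medium: EGM-2, gelatin.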
DENV2 CPE: inhibitors of DENV2 cytopathic effect; DENV2-infected cells, cytopathic effect rescue, plate reader; CPE inhibition, % at 9.99 µM; 350,000 compounds, 1.7% hits; AID 651640; in the data active means CPE inhibition above about 20%, passing the limit was not always enough; inconclusive means no clear call, values can overlap the other calls; tested in BHK-21 cells;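 further: 0% = median of neutral control wells and 100% = median of positive control wells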
Casp6 inh: caspase-6 (human) enzyme inhibition; P55212; purified caspase-6, Z-VEID-R110 cleavage fluorescence; inhibition, % at 12.5 µM; 350,000 compounds, 0.53% hits; AID 686996;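 active means mean inhibition across replicates at least about 35%, with every replicate also reaching that limit, limit read from the data; inconclusive means only one of the two criteria met; inactive means neither criterion met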;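 further: 0% = median of neutral control wells and 100% = no fluorescence left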
Target sequence (P55212 24-179 limits assumed): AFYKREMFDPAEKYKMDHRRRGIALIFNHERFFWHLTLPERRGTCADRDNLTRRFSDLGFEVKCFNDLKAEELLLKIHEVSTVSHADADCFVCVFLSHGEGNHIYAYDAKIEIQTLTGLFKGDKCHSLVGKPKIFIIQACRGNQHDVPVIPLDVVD
Target sequence (P55212 194-293 limits assumed): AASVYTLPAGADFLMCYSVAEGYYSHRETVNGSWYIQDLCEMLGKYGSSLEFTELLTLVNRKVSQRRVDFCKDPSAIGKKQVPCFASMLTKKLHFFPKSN
The depositor's hits bear a star; u = inconclusive; x = not tested or not shown. An unsorted share of the library. About 3.7% of those tested had a hit in this group.

Every second line gives: F508del corr | Casp6 inh | GSIS activator | XiGFP reactiv | E-selectin induc | DENV2 CPE | RAD52 anneal inh | RAD54 branch
CCCCOc1cccc(C(=O)Nc2ccc(NC(=O)c3ccco3)cc2)c1
 : 1.2 | -3 | 1 | -0.1 | x | 10 | -20 | -5
CN(C)C(=O)c1ccc(-c2ccc3c(c2)[C@H]2[C@H](CCN2C(=O)C2CC2)[C@@H](CO)N3C)cc1
 : -1.6 | 2 | 2 | 0.0 | -0.1 | 4 | 11 | 5
CCCN1C[C@H](C)[C@H](OC)CN(C)C(=O)c2cc(NC(=O)Nc3cccc(F)c3)ccc2OC[C@H]1C
 : -0.8 | x | -6 | 0.4 | 0.0 | x | x | 4
COc1ccc(C(=O)OCC(=O)Nc2ccc3c(c2)OCCO3)c(OC)c1
 : -0.3 | 6 | 32 | 0.0 | x | 3 | -12 | 12
CCOC(=O)C1CCCN(S(=O)(=O)c2ccc3c4c2CC(=O)N4CC(C)S3)C1 (centres undefined)
 : 1.8 | 0 | -1 | -0.1 | 0.1 | u | 1 | 1
Cc1noc(C)c1NC(=O)Nc1ccc2c(c1)CC(=O)N([C@@H](C)CO)C[C@@H](C)[C@H](CN(C)Cc1ccc(C(=O)Nc3ccccc3N)cc1)O2
 : 1.0 | 0 | 10 | -0.9 | 1.0 | 8 | -11 | 2
Clc1cccc(CNc2ccn3nc(-c4ccccc4)cc3n2)c1
 : 1.9 | 2 | -15 | 0.0 | 0.0 | 1 | -19 | -10
CNC(=O)C[C@H]1CC[C@H]2[C@@H](COC[C@@H](O)CN2S(=O)(=O)c2ccc(Oc3ccccc3)cc2)O1
 : 2.0 | 0 | -6 | -0.1 | 0.2 | -10 | 13 | -3
Cc1ccc(C(=O)OCC(=O)NCCc2ccc(S(N)(=O)=O)cc2)o1
 : -2.1 | 19 | x | 0.2 | 0.5 | -5 | -12 | -7
CC(C)(C)OC(=O)NCCCC[C@@H](C(=O)NCCCCCCCCCCC(=O)N1CCN(C(=O)OC(C)(C)C)CC1)n1cc(CCCC(=O)O)nn1
 : 0.3 | 7 | -16 | 0.0 | -0.1 | -11 | -10 | -6
Cc1c(C(=O)NC2CC2)oc2ccccc12
 : 6.3 | -1 | x | 0.3 | x | 4 | -9 | -1
CCCN1C[C@H](C)[C@H](OC)CN(C)C(=O)c2ccc(NS(=O)(=O)c3cn(C)cn3)cc2OC[C@@H]1C
 : 0.9 | 2 | 10 | -0.2 | -0.2 | 4 | -1 | -19
COc1ccc(-c2nc(CCNS(=O)(=O)c3ccc4c(c3)OCCO4)cs2)cc1
 : 1.0 | 2 | -23 | 0.0 | x | -4 | -8 | -2
COc1ccccc1C#Cc1cnc2c(c1)C(=O)N([C@H](C)CO)C[C@@H](C)[C@H](CN(C)S(=O)(=O)c1cn(C)cn1)O2
 : 0.4 | 0 | -4 | -0.1 | -0.2 | -2 | 0 | 3
C[C@@H]1CN([C@@H](C)CO)C(=O)c2cccc(NS(=O)(=O)c3ccccc3)c2O[C@@H]1CN(C)C(=O)Nc1cccc2ccccc12
 : -4.8 | 4 | -8 | -0.1 | -0.3 | x | -8 | 6
CC(=O)Nc1ccc(S(=O)(=O)Oc2ccc(N3C(=O)C4CCCCC4C3=O)cc2)cc1 (centres undefined)
 : x | 2 | -51 | x | -2.1 | x | -5 | 3
COc1ccc(C(=O)Nc2ccc(S(=O)(=O)Nc3nccc(C)n3)cc2)cc1[N+](=O)[O-]
 : -3.4 | 2 | -2 | 0.4 | 0.0 | -2 | -15 | 0
COc1ccc(-c2ccc([C@@H]3[C@@H](CO)N(C(=O)c4cccnc4)[C@H]3C#N)cc2)cc1
 : -2.8 | -2 | 8 | 0.1 | -0.5 | -3 | -38 | -30
O=C(Nc1ccccc1Cl)C1CCCN(S(=O)(=O)c2cccc3cccnc23)C1 (centres undefined)
 : 1.8 | 3 | 2 | 0.1 | 8.7 | 2 | -4 | -5
O=c1[nH]c2ccccc2nc1C(Nc1ccccc1)c1ccccc1 (centres undefined)
 : -0.8 | -2 | 7 | 0.2 | -0.6 | 8 | -5 | 7
CCCc1ccc(OCCNC(=O)CC)cc1
 : 0.3 | -1 | -2 | x | x | 9 | -5 | 2
COc1ccc(NC(=O)Nc2ccc3c(c2)[C@H]2C[C@@H](CC(=O)NC4CCCC4)O[C@@H](CO)[C@H]2O3)cc1
 : -1.4 | -1 | 3 | 0.0 | 0.5 | -4 | -13 | -8
COc1cc2c(cc1OC)C(COc1ccc(F)cc1)NCC2 (centres undefined)
 : -0.7 | 0 | 3 | 0.0 | x | 2 | -40 | 2
CC(=O)c1c(OC(=O)c2ccccc2)c2ccccc2n1C
 : x | 0 | 20 | x | x | x | -5 | -16
O=C(O)c1cccc(CSc2ncccn2)c1
 : x | 3 | 6 | x | x | x | -6 | 0
CC(=O)Nc1ccc(-c2c(C)cc3oc(=O)cc(-c4ccccc4)c3c2C)cc1
 : 0.6 | 0 | 24 | 0.0 | -2.9 | 0 | -9 | 7
Nc1nc2c(nnn2C2CC(O)C(CO)O2)c(=O)[nH]1 (centres undefined)
 : 1.9 | 2 | x | 0.2 | 0.0 | -7 | -5 | -4
O=C([C@@H]1[C@@H](CO)[C@@H]2Cn3c(cccc3=O)[C@H]1N2CC1CCCC1)N1CCOCC1
 : 1.5 | 3 | 15 | 0.0 | 0.1 | 0 | -5 | x
COC(=O)CCCC(=O)N1CCC(CCC(=O)NC2CC2)CC1
 : 1.7 | -6 | -12 | -0.1 | x | 1 | 1 | -6
Cc1ccc(CNC(=O)C(=O)NCC2OCCN2S(=O)(=O)c2ccc3c(c2)OCCO3)cc1 (centres undefined)
 : 0.6 | 0 | x | 0.0 | x | -1 | -22 | 17
COc1ccc(S(=O)(=O)N2CCN(Cc3ccc(OCCO)cc3)CC2)cc1
 : 4.6 | 1 | x | x | x | -8 | 23 | -12
CCOC(=O)N1CCN(C(=O)C2CCN(Cc3cccc(OCc4ccccc4)c3)CC2)CC1
 : x | -2 | -2 | 0.2 | 0.0 | x | -6 | 7
Cc1ccccc1NS(=O)(=O)c1cc2c(cc1C)N(C)CCO2
 : 2.5 | -3 | 4 | -0.1 | x | 0 | -15 | 11
Cc1ccc(-c2nc3ccccc3c(=O)n2O)cc1
 : -0.8 | -3 | 1 | 0.1 | x | 8 | -11 | 2
CC(C)NC(=O)N(C)C[C@@H]1OCCCC[C@H](C)Oc2ccc(NS(=O)(=O)c3ccc(Cl)cc3)cc2C(=O)N([C@@H](C)CO)C[C@H]1C
 : 0.2 | -1 | -13 | -0.1 | 0.1 | -5 | 12 | -5
Cc1noc(C)c1S(=O)(=O)Nc1ccc2c(c1)C(=O)N([C@@H](C)CO)C[C@@H](C)[C@H](CN(C)Cc1ccc(C(F)(F)F)cc1)O2
 : -2.9 | 1 | 3 | -1.0 | 0.1 | 0 | 0 | -1
O=C(/C=C/c1ncc(C(F)(F)F)cc1Cl)OCc1ccccc1
 : 0.0 | 2 | 13 | x | x | -3 | -4 | -5
CCC(C)(C)C1CCc2[nH]nc(C(=O)N/N=C(\C)c3ccco3)c2C1 (centres undefined)
 : -0.4 | 1 | 12 | 0.1 | -0.3 | u | -2 | -10
CNC[C@H]1Oc2ncc(-c3ccc(C)cc3)cc2C(=O)N([C@H](C)CO)C[C@H]1C
 : x | -1 | 8 | -0.7 | 0.4 | 5 | 9 | -4
COc1ccc(CN(C)C[C@@H]2OCCCC[C@H](C)Oc3ccc(NC(=O)Nc4ccc(OC)cc4)cc3C(=O)N([C@@H](C)CO)C[C@H]2C)cc1
 : -0.3 | -6 | -21 | 0.2 | -0.1 | 19 | 9 | -2
O=C(CN(C(=O)CCC(=O)Nc1nccs1)c1ccccc1F)NCc1ccc2c(c1)OCO2
 : 4.2 | -2 | 15 | 0.0 | 0.0 | 3 | -1 | -5
C[C@H](CO)N1C[C@H](C)[C@H](CN(C)S(=O)(=O)c2cccs2)Oc2ccc(NC(=O)Nc3cccc4ccccc34)cc2C1=O
 : 1.7 | -2 | -2 | 0.1 | -0.2 | -3 | 3 | -4
Cc1c(C)n(C)c2ccc(C(=O)NCCCN3CCCCC3C)cc12 (centres undefined)
 : 0.8 | -93 | 9 | 0.0 | x | 3 | 15 | 15
CCOc1cc(NC(=O)c2ccccc2OC)c(OCC)cc1NC(=O)c1ccccc1
 : 2.9 | 0 | -10 | 0.1 | x | -1 | 1 | 0
COc1ccc(-c2cnc3c(c2)C(=O)N([C@H](C)CO)C[C@H](C)[C@H](CN(C)C(=O)NC(C)C)O3)cc1
 : -1.2 | -1 | 20 | -0.2 | -0.2 | 6 | -6 | 0
COc1ccc(C2(CNC(=O)c3ccccc3)CCOCC2)cc1
 : x | 0 | 5 | -0.1 | x | 6 | 3 | -2
Cc1nn(C)c(C(=O)NC(=S)Nc2ccccc2O)c1Cl
 : -5.2 | -1 | -6 | 0.2 | x | 4 | -10 | 3
CC(=O)c1cccc(-c2ccc3c(c2)C(C)(Cc2ccccc2C#N)C(=O)N3)c1 (centres undefined)
 : -3.3 | 0 | -35 | 0.2 | 0.0 | -6 | -11 | -6
O=C(NC[C@H]1[C@H](c2ccccc2)[C@@H](CO)N1Cc1ccccn1)C1CC1
 : 1.6 | -2 | 9 | 0.0 | 0.7 | -7 | -16 | -2
Oc1c(CN2CCOCC2)cc(CN2CCOCC2)c(O)c1CN1CCOCC1
 : 0.2 | -8 | -4 | 0.1 | 2.0 | -11 | -12 | -4
CC(C)c1ccc(S(=O)(=O)N2CCN(C(=O)[C@@H]3CCCN3C(=O)c3cccs3)CC2)cc1
 : -3.1 | 1 | 10 | -0.1 | x | -5 | -4 | x
COC(=O)c1cc(S(=O)(=O)NCc2ccc(S(N)(=O)=O)cc2)oc1C
 : -0.6 | 1 | x | 0.0 | -0.1 | 3 | -14 | -3
CC(C)S(=O)(=O)N1CCCC(c2cc(C(=O)NCc3ccccc3)no2)C1 (centres undefined)
 : 2.2 | -3 | -3 | 0.0 | -0.3 | 3 | -3 | -2
CC(C)Nc1ncnc2ccc(Br)cc12
 : x | 2 | -27 | 0.2 | x | 9 | -24 | x
O=C(C[n+]1ccc(C(=O)c2ccccc2)cc1)Nc1cccc([N+](=O)[O-])c1
 : 3.1 | -3 | 10 | -0.2 | -0.1 | 11 | -13 | x
CC(C)NC(=O)N1[C@H](CO)[C@@H]2c3ccccc3N(C)C[C@@H]21
 : -2.0 | x | -2 | 0.0 | 0.1 | 9 | -7 | -8
COc1ccc(CN(C)C[C@H]2Oc3ccc(NC(=O)Nc4ccc(F)cc4)cc3C(=O)N([C@H](C)CO)C[C@H]2C)cc1
 : 0.6 | -4 | 3 | 0.2 | 0.6 | 14 | 16 | 2
CCN1[C@H](C(=O)NCCc2cn(C)cn2)[C@@H](CO)[C@@H]2Cn3c(ccc(-c4cccnc4)c3=O)[C@@H]21
 : 2.2 | -9 | -2 | 0.5 | -0.1 | 6 | -22 | 6
COc1ccccc1C#Cc1ccc2c(c1)[C@@H]1[C@@H](CCN1C(=O)c1ccccc1)[C@H](CO)N2
 : -1.0 | 1 | -7 | 0.0 | -0.7 | 45* | 18 | x

High-throughput results as filed in PubChem BioAssay.
